Assay outcomes (PubChem)
GBA activity up: increases beta-glucosidase activity in Gaucher fibroblasts | P04062 | L444P Gaucher fibroblasts, 4-MU-glucoside fluorescence, 3 days | activation, % at 10 µM | 30,000 compounds, 0.44% hits; in the data active means activation above about 65%;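 further: 0% = vehicle wells and 100% = positive control wells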
Target sequence (P04062 whole entry L483P): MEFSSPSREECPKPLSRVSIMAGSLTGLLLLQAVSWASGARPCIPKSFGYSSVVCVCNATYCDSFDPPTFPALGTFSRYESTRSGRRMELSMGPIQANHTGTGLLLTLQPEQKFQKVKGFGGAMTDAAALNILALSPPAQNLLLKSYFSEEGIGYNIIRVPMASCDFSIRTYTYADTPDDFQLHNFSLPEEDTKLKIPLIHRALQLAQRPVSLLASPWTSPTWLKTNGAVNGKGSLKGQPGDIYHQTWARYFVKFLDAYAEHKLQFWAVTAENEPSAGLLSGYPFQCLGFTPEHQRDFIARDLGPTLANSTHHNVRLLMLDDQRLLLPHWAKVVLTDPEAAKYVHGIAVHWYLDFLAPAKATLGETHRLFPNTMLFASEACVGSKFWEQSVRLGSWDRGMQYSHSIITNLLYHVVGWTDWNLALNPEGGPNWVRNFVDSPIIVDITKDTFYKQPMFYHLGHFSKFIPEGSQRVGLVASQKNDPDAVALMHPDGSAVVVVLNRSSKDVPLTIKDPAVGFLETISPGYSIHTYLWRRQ
The depositor's hits bear a star.

The first 4 entries, ahead of the listing:
SMILES | GBA activity up
N#CC(C(N)=O)=C1CCC2(CC1)OCCCCO2 | -26
CCC(=O)Nc1ccc(NC(=O)Cc2ccccc2)cn1 | -13
O=c1c2cccnc2[nH]c(=S)n1CCCN1CCN(c2ccccc2F)CC1 | -10
c1ccc2c(CNn3cnnc3)cccc2c1 | 1

The listing (from the top)
SMILES | GBA activity up
N#CC(C(N)=O)=C1CCC2(CC1)OCCCCO2 | -26
CCC(=O)Nc1ccc(NC(=O)Cc2ccccc2)cn1 | -13
O=c1c2cccnc2[nH]c(=S)n1CCCN1CCN(c2ccccc2F)CC1 | -10
c1ccc2c(CNn3cnnc3)cccc2c1 | 1
O=c1[nH]c2ccc(S(=O)(=O)NCc3ccccn3)cc2s1 | -6
CCOc1cc(-c2nc(-c3ccc(C)nc3OCC)no2)cc(OCC)c1OCC | -20
Cn1c(=O)c2cc(S(=O)(=O)N3CCOCC3)ccc2n(C)c1=O | -28
Oc1ccc(-c2[nH]ncc2-c2ccc(Cl)cc2)c(O)c1 | -16
N#CCOc1nc(N2CCOCC2)nc(N2CCOCC2)n1 | -37
COc1ccc(S(=O)(=O)N2CCSC2c2ccc(OC)c(OC)c2)cc1 (stereo not given) | 1
CC1(C)CNC(=O)c2sc(N3CCCCC3)nc2C1 | -14
O=C(COc1ccc(-c2nnco2)cc1)N1CCN(S(=O)(=O)c2ccccc2)CC1 | -35
CCc1ccccc1NC(=O)CN1CCC(NC(=O)COC)CC1 | -12
COc1ccc(N2CCN(C(=O)c3cc4c(-c5cccc(OC)c5)nn(C)c4s3)CC2)cc1 | 4
CCOC(=O)c1c(NC(=O)CSc2nnnn2C)sc(C)c1-c1ccc(C)cc1 | 19
O=C(Nc1cccc(F)c1)NC1CCCCC1 | -4
CC(=O)N=c1ncn(CC(COC(C)=O)OC(C)=O)c2nc[nH]c12 (stereo not given) | 9
CN(CCNC(=O)CCNC(=O)Cn1ccc2ccccc2c1=O)Cc1ccccc1 | -31
CCOC(=O)N1CCN(C(=O)CSCC(=O)Nc2nc(-c3cccs3)cs2)CC1 | -9
CCOC(=O)NC(CC(=O)O)c1ccc(OC)cc1 (stereo not given) | -15
O=S1(=O)CCN2C(c3ccc4c(c3)CCCC4)=CSC2=N1 | -2
Cc1[nH]nc2c1C(c1ccc(Cl)cc1)C(C#N)=C(N)O2 (stereo not given) | -56
COCCNS(=O)(=O)c1ccc(-c2ccc(S(=O)(=O)NCCOC)cc2)cc1 | -19
COC(=O)c1cc(Cl)c(N)cc1OC | -29
COc1ccc(N(CC(=O)N2CCc3ccccc32)S(=O)(=O)c2c(C)n[nH]c2C)cc1 | 1
Cc1[nH]c(=O)[nH]c(=O)c1S(=O)(=O)NCC12CC3CC(CC(C3)C1)C2 | -6
COc1cccc2cc(C(=O)C3=C(O)C(=O)N(CCCN(C)C)C3c3ccncc3)oc12 (stereo not given) | -4
CCCCN(CCCC)S(=O)(=O)c1ccc(OC)c2ncccc12 | -15
O=C(Nc1ccccn1)NC12CC3CC(CC(C3)C1)C2 | 0
c1ccc(-c2noc(-c3cccc4ccccc34)n2)nc1 | 12
CCOc1ccccc1Nc1ncccc1C(=O)N1CCCC1 | -4
CC1(C)CC(=O)C=C(N2CCN(C3=CC(=O)CC(C)(C)C3)CC2)C1 | -7
CCOC(=O)c1c(C)[nH]c(C)c1C(=O)CN1C(=O)NC(CC(C)C)C1=O (stereo not given) | 3
Cc1ccc(C)c(OCC(O)CN2C(C)CCCC2C)c1 (stereo not given) | -24
CCC(=O)N1CCc2cc(S(=O)(=O)CCC(=O)NCc3cccs3)ccc21 | -32
COc1cccc2cc(C(=O)N3CCN(C/C=C/c4ccccc4)CC3)c(=O)oc12 | -5
COc1ccc(N2CCN(/C(=N\S(=O)(=O)c3ccccc3)Nc3nc(C)cc(C)n3)CC2)cc1 | -7
O=C(NCCCN1CCOCC1)NC12CC3CC(CC(C3)C1)C2 | -12
CSc1ccccc1NC(=O)c1cccnc1 | -4
O=C(NCC1CCCO1)c1ccc(S(=O)(=O)N2CCCCC2)cc1 (stereo not given) | -1
CCOC(=O)Cc1nnc(NC(=O)COc2ccc(C)cc2)s1 | -2
CCC(=O)Nc1ccccc1Oc1ccccc1 | -2
CCOCc1nnc(NC(=O)c2cccs2)s1 | -4
CCOC(=O)C1CCCN(C(=O)CNS(=O)(=O)c2ccc(Br)s2)C1 (stereo not given) | -37
Cn1c(N)c(C(=O)COC(=O)c2ccco2)c(=O)n(C)c1=O | -1
CCn1c2ccccc2c2cc(NC(=O)COC(=O)C3CCC(=O)N3)ccc21 (stereo not given) | -20
O=c1cc(N2CCN(c3cccc(Cl)c3)CC2)[nH]c(=O)n1C1CCCCC1 | -78
COc1ccc(Nc2ncnc3c2cnn3Cc2ccccc2)cc1OC | -25
Cc1nnc(Nc2ccc(C(=O)N3CCOCC3)cc2)c2ccccc12 | -3
O=C(NC1CC1)C1CCCN1S(=O)(=O)c1ccc2ccccc2c1 (stereo not given) | -37
COCCn1c(SCC(=O)c2ccccc2)nc2c(c1=O)SC(C)C2 (stereo not given) | -20
Cc1cc(C)c(C#N)c(SC2CCCCC2=O)n1 (stereo not given) | -13
CCOC(=O)N1CCN(c2c(NCCc3ccc(OCC)c(OCC)c3)c(=O)c2=O)CC1 | -16
Cc1ccc(S(=O)(=O)NCC(=O)N(CC(=O)NCC2CCCO2)C2CCCC2)cc1 (stereo not given) | -44
C/C(Cl)=C/Cn1c(SC(C)C)nc2c1c(=O)[nH]c(=O)n2C | -13
COc1ccc(S(=O)(=O)C(C#N)c2nc3ccccc3nc2N2CCCCC2)cc1 (stereo not given) | 96*
CCOC(=O)c1cnc(C(C)(C)C)[nH]c1=O | -61
c1ccc(-c2nnc(SCc3nc4ccccc4[nH]3)o2)cc1 | -6
CCOC(=O)C1CCCN(C(=O)c2cnn3c(C(F)F)cc(-c4ccc(C)cc4)nc23)C1 (stereo not given) | 18
CC1=C(C(=O)Nc2ccccn2)C(c2ccc(Br)cc2)n2ncnc2N1 (stereo not given) | -5

Following part:
SMILES | GBA activity up
COc1ccc(S(=O)(=O)N2CCCC(C(=O)NCc3ccccn3)C2)cc1Cl (stereo not given) | -56
CC(CC(=O)O)CC1=NS(=O)(=O)c2ccccc2N1 (stereo not given) | 5
COc1ccc(C(=O)NCCc2nnc(SCC(=O)Nc3ccccc3)n2C)cc1 | -11
CCCCn1c(N)c(N(CCOC)C(=O)CSc2nc3ccc(C)cc3[nH]2)c(=O)[nH]c1=O | 1
O=[n+]1cc(-c2cc3ccccc3o2)n([O-])c2c1CCCC2 | -8
CC(=O)N1CCc2cc(S(=O)(=O)CCC(=O)Nc3cccc(F)c3)ccc21 | -41
COc1ccc(C2(CNC(=O)c3ccc(Br)o3)CCOCC2)cc1 | -2
CCN(CC)S(=O)(=O)c1cccc(-c2nnc(SCCOc3ccccc3C)o2)c1 | -4
Cc1cccc2cc(CN(CC3CCCO3)C(=O)c3cnccn3)c(=O)[nH]c12 (stereo not given) | -11
CCSc1nsc(SCC)c1C(N)=O | -38
Cc1nc2ccc(S(=O)(=O)NCC(=O)N3CCC(C)CC3)cc2s1 | -8
Cc1cccc(CN2CCN(CC(=O)O)C2=O)c1 | 12
CS(=O)(=O)N(CC(=O)NCc1ccc2c(c1)OCO2)c1ccccc1 | -11
COc1cccc(CNC(=O)C2CCCN(S(C)(=O)=O)C2)c1 (stereo not given) | -17
Cn1c(=O)oc2cc(S(=O)(=O)NCCC(=O)N3CCc4ccccc4C3)ccc21 | -1
NC(=O)c1c(NC(=O)CN2CCCC2)sc2c1CCCC2 | -16
Cc1nnc(SCC(=O)NC(=O)NC(C)(C)C)n1N | -22
CCC(=O)Nc1ccc(NC(=O)CSc2nnnn2CC)cc1C | 4
CC12CCC(c3c(C(=O)Nc4nccs4)nn(-c4ccccc4)c31)C2(C)C (stereo not given) | 2
O=C1CCCc2c1cc(C(=O)NCc1ccco1)c(=O)n2-c1ccc(Cl)cc1 | -1
Cc1csc(NC(=O)CSc2nnc(-c3ccc(S(=O)(=O)N4CCCC4)cc3)o2)n1 | -20
CC1CN(C(=O)C(C)Sc2nc3ccccc3s2)CC(C)O1 (stereo not given) | -10
CCOc1ccc(N2CC(C(=O)NCCCN3CCOCC3)CC2=O)cc1 (stereo not given) | -12
Cc1cc(NC(=O)c2c(F)c(F)c(F)c(F)c2F)no1 | 9
O=C(COc1cccc(C(F)(F)F)c1)NCCCN1CCCC1=O | -20
CCOc1ccc(-c2nc(-c3ccccc3C)no2)cc1 | -10
CCOc1ccc2[nH]c(=O)c(C(c3nnnn3CC3CCCO3)N3CCc4ccccc4C3)cc2c1 (stereo not given) | 9
Cc1cc(NC(=O)c2ccccc2)ncc1NC(=O)c1ccco1 | -5
COc1ccccc1N1CCN(c2nc(N)c(C#N)c(CC#N)c2C#N)CC1 | -40
Cc1nc2ccc(S(=O)(=O)NCC(=O)N3CCOCC3)cc2s1 | -32
C=C(C)Cn1c(CCCNC(=O)C(C)(C)C)nc2ccccc21 | -73
COc1cccc(OC)c1C(=O)Nc1ccc(NC(=O)c2ccco2)cc1 | 2
Cc1cnc(-c2nnc(N(C)C(=O)c3ccccn3)s2)cn1 | -7
COC(=O)c1ccc(NC(=O)C2CCN(S(C)(=O)=O)CC2)cc1 | 2
O=C(Cc1cc(=O)oc2cc(O)ccc12)NCC1CCC(C(=O)O)CC1 (stereo not given) | -47
COc1ccccc1CN(Cc1cc2cc(C)ccc2[nH]c1=O)Cc1nnnn1CC1CCCO1 (stereo not given) | -5
CCOC(=O)C1=C(C)NC2=C(C(=O)CC(C)(C)C2)C1c1ccc2c(c1)CCCN2C (stereo not given) | -19
O=C1[C@H]2[C@@H](C(=O)N1c1cc(Cl)cc(Cl)c1)[C@]1(C(=O)Nc3ccccc31)N1CCC[C@@H]21 | -6
COc1ccc(OC)c(-c2cc(C(=O)NCc3cccs3)no2)c1 | 2
COc1ccc(NC(=O)CC(=O)Nc2ccc(OC)cc2OC)c(OC)c1 | -18
O=C(O)CC1CCCC(c2ccccc2)C1=O (stereo not given) | -6
O=C(Cn1c(N2CCN(c3ccccc3)CC2)nc2ccccc21)c1ccccc1 | -11
Cc1cccc2cc3c(NC(=O)CC(C)C)nn(C)c3nc12 | -22
COc1ccccc1NC(=O)CSc1nnc(CC(=O)Nc2ccccc2)n1C | -7
CCCc1nc2c(o1)CC(CC(C)SCC)CC2=O (stereo not given) | -12

Random excerpt: 3 records from the list.
SMILES | GBA activity up
O=C(NCCCN1CCOCC1)NC12CC3CC(CC(C3)C1)C2 | -12
Cc1cnc(-c2nnc(N(C)C(=O)c3ccccn3)s2)cn1 | -7
CCOC(=O)c1c(C)[nH]c(C)c1C(=O)CN1C(=O)NC(CC(C)C)C1=O (stereo not given) | 3

Structures shown so far with bromine (three):
SMILES | GBA activity up
CCOC(=O)C1CCCN(C(=O)CNS(=O)(=O)c2ccc(Br)s2)C1 (stereo not given) | -37
CC1=C(C(=O)Nc2ccccn2)C(c2ccc(Br)cc2)n2ncnc2N1 (stereo not given) | -5
COc1ccc(C2(CNC(=O)c3ccc(Br)o3)CCOCC2)cc1 | -2

(listing goes on)
SMILES | GBA activity up
CC1=C(C(=O)OCC(C)C)C(c2cc3c(cc2Br)OCO3)NC(=O)N1C (stereo not given) | -18
O=C(CSc1ccccc1Cl)c1ccco1 | -9
O=C(c1ccco1)N1CCC(n2nnc3ccccc32)CC1 | -10
CCOc1ccccc1N(C(=O)CNC(=O)c1ccco1)C(C(=O)NC(C)(C)C)c1ccncc1 (stereo not given) | -24
CCc1nc(SCC(=O)Nc2cccc(C(F)(F)F)c2)c2c(=O)n(C)c(=O)n(C)c2n1 | -18
CS(=O)(=O)N1CCN(c2ccccc2NC(=O)Cc2ccc(Cl)cc2)CC1 | 0
O=C(CSc1ncnc2c1oc1ccccc12)N1CCc2ccccc2C1 | -20
Cn1c(SCC2CCCCC2)nnc1-c1ccncc1 | -36
O=C(c1cn(CC(=O)N2CCCCC2)c2ccccc12)C1CC1 | -11
CCn1c(C)c(C(C)=O)c(N2CCN(c3ccccn3)CC2)nc1=S | 8
O=C(COC(=O)c1cccc(C(=O)OCC(=O)NC2CCCCC2)n1)NC1CCCCC1 | 6
Cc1sc2ncn3cnnc3c2c1C | -4
COC(=O)C1=C(N)Oc2cc(C)n(Cc3cccnc3)c(=O)c2C1c1ccc(OC)c(OC)c1 (stereo not given) | -6
CCCC(=O)n1nc(-c2ccc(OC)cc2)nc1N | 21
CCCOc1ccc(/C=c2\sc3nc(-c4ccco4)nn3c2=O)cc1OCC | -12
Cc1nc2cc(S(=O)(=O)N(C)C)ccc2n1-c1ccccc1 | -5
Cc1cc(C)nc(SCNC(=O)c2ccc(F)cc2)n1 | -15
CCC(C)NC(=O)CCS(=O)(=O)c1ccc(Br)s1 (stereo not given) | -11
Cc1nnc(N2CCN(Cc3ccccc3)CC2)[nH]c1=O | -21
c1cc2c(cc1Oc1nc(N3CCOCC3)nc(N3CCOCC3)n1)OCO2 | 4
Cc1ccc(N2CCCn3c2nc2c3c(=O)n(CCN3CCOCC3)c(=O)n2C)cc1 | -6
CCOc1ccc(Cc2nc(-c3nonc3N)no2)cc1OCC | 12
O=C(NC1CCCCC1)c1noc2c1CCCCC2 | -17
CCCS(=O)(=O)N1CCCC(C(=O)NCCN2CCC(Cc3ccccc3)CC2)C1 (stereo not given) | -34
Cc1ccc(NC(=O)CN(C)S(=O)(=O)c2cccc3nsnc23)cc1 | 18
CCOC(=O)N1CCC(NS(=O)(=O)c2cc(Br)cnc2N)CC1 | -14
COc1ccc(C)cc1S(=O)(=O)N1CCC(C)CC1 | -5
CC(C)(C#N)NC(=O)c1ccco1 | -1
CCOc1ccc(NC(=O)CN(C)c2nnnn2-c2ccccc2)cc1OCC | -13

5 structures out of the list, arranged by length of the SMILES, descending:
SMILES | GBA activity up
CCCS(=O)(=O)N1CCCC(C(=O)NCCN2CCC(Cc3ccccc3)CC2)C1 (stereo not given) | -34
c1cc2c(cc1Oc1nc(N3CCOCC3)nc(N3CCOCC3)n1)OCO2 | 4
CCOc1ccc(NC(=O)CN(C)c2nnnn2-c2ccccc2)cc1OCC | -13
COc1ccc(C)cc1S(=O)(=O)N1CCC(C)CC1 | -5
O=C(NC1CCCCC1)c1noc2c1CCCCC2 | -17

Some of the compounds tested. The share of hits here may be higher or lower than overall.
